High-throughput results as filed in PubChem.
MC4R antagonist: MC4R antagonists of cAMP signaling, primary screen, cell-based, TR-FRET, antagonist arm of biased-ligand search | MC4R-expressing cells, MTII-stimulated cAMP, LANCE TR-FRET | Melanocortin receptor 4 (Homo sapiens), P32245 | inhibition, % at 6.5 µM | 360,000 tested, 0.48% active | AID 540295, 2011;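 active means inhibition above its plate's cutoff, the mean of tested wells on that plate plus 3 SD, cut at about 29% in these data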;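 further: 0% = Melanotan II alone and 100% = Melanotan II plus saturating MCL0020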
Target sequence (P32245 whole entry, looked up): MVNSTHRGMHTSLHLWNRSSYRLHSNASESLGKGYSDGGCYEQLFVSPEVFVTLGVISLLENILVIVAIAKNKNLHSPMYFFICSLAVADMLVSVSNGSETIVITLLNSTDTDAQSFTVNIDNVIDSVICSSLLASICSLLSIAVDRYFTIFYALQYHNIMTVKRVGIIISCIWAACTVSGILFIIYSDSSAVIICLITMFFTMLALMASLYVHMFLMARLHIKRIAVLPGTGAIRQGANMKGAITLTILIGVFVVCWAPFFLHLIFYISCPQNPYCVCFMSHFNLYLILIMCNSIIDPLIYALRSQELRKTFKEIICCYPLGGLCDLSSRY
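Test system: U2OS cells stably expressing human melanocortin 4 receptor (MC4R); also added: Melanotan II challenge; compound: 6.5 µM single dose; timing: 30-min compound preincubation, 1-h Melanotan II challenge, 1-h detection, room temperature; signal: Eu-cAMP/anti-cAMP TR-FRET, emission 671 nm; repeats: one well per compound, no replicates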
H9c2 protect: cardioprotection against H2O2-induced cell death, primary screen, uHTS, H9c2 cells, ATPLite luminescence; H9c2 cardiomyocytes, H2O2 injury protection, 2 h; protection from H2O2 cell death, % at 20 µM; 360,000 tested, 0.63% active; AID 588492, 2011;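 active means compounds giving at least 50% protection of heart cells from peroxide-induced death in the single-dose screen, raw or plate-pattern-corrected value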;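 further: 0% = DMSO wells with peroxide and 100% = DMSO wells without peroxide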
aDG glyco act: activators of alpha-DG glycosylation, primary screen, uHTS, Pro5-aDG cells, AlphaScreen. alpha-DG glycosylation AlphaScreen (IIH6); 0% Pro5, 100% B10-LARGE cell signal. activation, % at 10 µM. 360,000 tested, 0.22% active;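 active means activation of at least 8% versus controls, or a plate z-score of at least 8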;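 further: Pro5 are CHO cells carrying HIG-tagged alpha-DG that lacks glycosylation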
Glyco luc inh: increase of ERlucT glycosylation luciferase signal, primary screen, N-linked glycosylation inhibitor project, D54 ERlucT cells, luminescence, set 2 | D54 ERlucT glycosylation luciferase reporter, 24 h; percent of 100 nM tunicamycin response | reporter increase, % at 12.5 µM | 360,000 tested, 0.23% active | AID 588692, 2011;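 active means mean luciferase reporter signal, scaled so untreated is 0 and the glycosylation-blocking control 100, at or above a set limit in every replicate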;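 further: luciferase carries N-glycosylation sites so blocking glycosylation raises the light; 0% = median of neutral control wells and 100% = median of 100 nM tunicamycin wells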
ABHD5 PLIN5 PPI: ABHD5-PLIN5 interaction inhibitors, primary screen, cell lysate, split luciferase complementation, luminescence; Perilipin-5 (Homo sapiens) + 1-acylglycerol-3-phosphate O-acyltransferase ABHD5 (Homo …; Split G. princeps luciferase complementation, 4 h; inhibition, % at 4 µM; 360,000 tested, 0.78% active; AID 602281, 2012;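 active means inhibition above the mean inhibition across every tested compound plus 3 SD, cut at about 22% in these data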;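 further: 0% = DMSO only wells and the 100% control is not disclosed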
ABCB6 inh MLPCN: ABCB6 transporter inhibitors, primary screen, K562-ABCB6 cells, flow cytometry, MLPCN library; fluorescence ratio to DMSO, % at 10 µM; 360,000 tested, 0.19% active; K562-ABCB6 porphyrin accumulation, 1 h; stronger effect = lower value; ATP-binding cassette sub-family B member 6 (Homo sapiens), Q9NP58;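 active means fluorescence ratio to DMSO below 75%, the collection mean minus 3 SD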;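 further: signal is porphyrin accumulated inside mitochondria; 100% equals median channel fluorescence of DMSO control wells; lower ratio means ABCB6 inhibition with less porphyrin fluorescence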
hiPSC survival: enhancers of single-cell hiPSC survival, primary screen, ATPlite luminescence. 100% = ROCK inhibitor wells, 0% = DMSO. survival enhancement, % at 20 µM. 360,000 tested, 0.044% active. AID 602274, 2012; in the data active means survival enhancement above about 18%;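 further: cells exposed to compounds for 16 hours before the ATP read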
HTR2A ag: mouse Htr2a agonists via beta-arrestin recruitment, primary screen, cell-based, luminescence. CHO-K1 mHTR2A beta-arrestin complementation; percent of 30 µM serotonin response. activation, % at 7.6 µM. 360,000 tested, 0.66% active;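 active means activation above a run cutoff, the mean activation of all tested compounds plus 3 SD, cut at about 14% in these data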;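 further: 0% = plate median of compound wells and 100% = 30 µM serotonin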
Target sequence (P35363 whole entry, looked up): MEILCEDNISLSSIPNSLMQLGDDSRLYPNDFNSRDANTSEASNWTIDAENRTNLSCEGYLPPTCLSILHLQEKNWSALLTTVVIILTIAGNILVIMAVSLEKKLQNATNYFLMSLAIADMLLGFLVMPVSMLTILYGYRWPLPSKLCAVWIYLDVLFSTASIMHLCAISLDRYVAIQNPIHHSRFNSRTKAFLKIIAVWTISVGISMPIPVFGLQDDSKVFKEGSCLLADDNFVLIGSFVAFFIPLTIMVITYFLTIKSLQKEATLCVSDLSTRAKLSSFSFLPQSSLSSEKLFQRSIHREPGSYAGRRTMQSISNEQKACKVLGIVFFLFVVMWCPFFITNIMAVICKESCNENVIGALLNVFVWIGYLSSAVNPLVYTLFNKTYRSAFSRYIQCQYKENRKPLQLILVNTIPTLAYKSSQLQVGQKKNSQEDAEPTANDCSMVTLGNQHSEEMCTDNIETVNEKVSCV
MC4R barr agon: MC4R agonists recruiting beta-arrestin, primary screen, cell-based, luminescence, agonist arm of biased-ligand search | Melanocortin receptor 4 (Homo sapiens), P32245 | U2OS MC4R beta-arrestin complementation; percent of melanotan II response, DMSO zero | activation, % at 8.9 µM | 360,000 tested, 0.98% active | AID 540308, 2011;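 active means activation above a per-plate cutoff, the mean activation of sample wells on that plate plus 3 SD, cut at about 8% in these data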
Exocytosis inh: LAMP-1 surface exposure blockers, TALL-104 cells – cell-based, flow cytometry, MLPCN library, primary screen. TALL-104 LAMP-1 surface exposure; cells stimulated with thapsigargin and PMA. inhibition, % at 10 µM. 360,000 tested, 0.66% active;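 active means inhibition above about 55%, limit read from the data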
* = called active by the depositor; nt = no result given.

SMILES	MC4R antagonist	H9c2 protect	aDG glyco act	Glyco luc inh	ABHD5 PLIN5 PPI	ABCB6 inh MLPCN	hiPSC survival	HTR2A ag	MC4R barr agon	Exocytosis inh
CSc1nc(-c2ccco2)nn1C(=O)Cc1ccccc1	-1	-2	0.0	2	5	98	4.6	0	-2.4	-4
O=C(c1cc(COc2ccc(F)cc2Cl)on1)N1CCN(C2CCCC2)CC1	3	-8	-0.2	-2	-1	103	0.3	0	-1.0	-10
COc1cccc(Nc2ncc(C(=O)O)c3ccccc23)c1	-2	5	-0.3	1	2	100	0.2	2	-1.3	-1
O=C(O)/C=C/c1cn(Cc2ccccc2)nc1-c1cccnc1	5	5	0.4	1	-1	93	-0.3	-3	-1.2	0
COc1ccc(C(NC(C)=O)c2ccc3cccnc3c2O)c(OC)c1 (stereo not drawn)	1	36	0.1	-6	-8	100	-0.5	-6	2.6	7
Cc1ccccc1-c1nnn(CC(=O)Nc2ccc3c(c2)OCO3)n1	13	-6	0.0	0	-1	105	-0.6	3	-2.6	-2
Cc1nc(SCc2ccc([N+](=O)[O-])cc2)nc2ccccc12	-16	0	0.0	-3	-8	103	3.0	-2	1.9	-2
COc1cc(CNC2CCCCCCC2)cc(Br)c1OCC#N	0	-2	1.3	-1	7	95	-3.3	4	-1.0	7
O=c1c2c(O)cc(O)cc2oc2c(O)ccc(O[C@H]3O[C@@H](CO)[C@H](O)[C@@H](O)[C@@H]3O)c12	-7	-3	-0.1	0	-4	98	0.0	-2	-2.4	-1
CCC(=O)c1ccccc1OCCCN1C(=O)NC(C)(C)C1=O	-1	-4	1.9	1	12	82	-1.5	3	6.3	7
CCOC(=O)c1c(CN2CCCCC2)n(C)c2cc(Br)c(O)c(CN(C)C)c12	5	12	-0.1	-1	4	100	-0.5	4	-0.3	0
COc1ccc(NC(=O)NCCC2=CCCCC2)cc1	4	-5	-0.1	-3	-6	100	-2.1	-5	-2.8	-2
Cc1cc(C(F)(F)F)cc(NNC(=O)NC(=O)c2ccccc2Cl)n1	1	1	0.2	2	6	97	-0.5	4	0.6	-1
O=[N+]([O-])c1cccc(-c2nnc(CNC3CC3)o2)c1	8	12	0.1	3	-7	96	-0.4	0	1.4	-1
Cc1ccc(C2=C/C(=C/c3cccs3)C(=O)O2)cc1	-1	-22	0.0	3	-6	98	-2.4	0	2.5	-2
O=C(C1=COCCO1)N1CCN(S(=O)(=O)c2cccc(Cl)c2Cl)CC1	-3	-9	0.0	-1	-1	88	-0.9	0	-0.5	-2
S=C(Nc1ccccc1)Nc1ccccc1-n1cccc1	1	3	0.0	1	-7	103	-0.1	8	-2.4	-16
COCCCNC(=S)N1CCCC(c2nc3cc(C)c(C)cc3[nH]2)C1 (stereo not drawn)	9	-5	0.0	5	-3	106	0.0	-4	-0.6	-11
COc1ccc(CCNc2ccncn2)cc1OC	8	-2	-0.1	1	11	98	-0.6	5	-0.3	1
Cc1ccc(C(=O)N2CCC(C(=O)NCc3cccnc3)CC2)cc1	16	4	0.1	1	-3	97	-4.0	2	0.3	-1
Cc1ccc(N2NC(=O)/C(=C/C=C/c3ccco3)C2=O)cc1C	-6	-1	0.1	3	4	99	0.7	1	-3.8	1
COc1ccc(C(=O)N/C(=C\c2ccc(-c3cccc([N+](=O)[O-])c3)o2)C(=O)NCCCN2CCOCC2)cc1	-8	-8	-0.3	-6	0	98	2.9	5	0.9	-9
Cc1ccc(OCCN2CCC2(C)C(=O)NCc2cccc3ccccc23)cc1 (stereo not drawn)	-3	-4	0.1	-2	2	98	-0.1	-8	-1.6	-2
CC(=O)Cc1nsc(Nc2cccc(C)c2)n1	0	-8	-0.2	-1	2	99	-0.4	-1	-1.4	-3
COc1cccc(-c2sc3cc(OC)c(OC)cc3c2-c2ccc(OCCN3CCCCC3)cc2)c1	14	-27	1.2	-1	9	103	-2.7	1	11*	62*
Cc1ccc(S(=O)(=O)CCSc2nccn2C)cc1	-1	9	-0.2	-2	-7	96	1.3	1	-3.5	-6
Cc1ccc2nc(N3CCN(C)CC3)c(C=O)c(=O)n2c1	0	8	0.0	1	-4	85	-0.3	1	-1.2	5
COc1ccc(-c2cc(C(=O)Nc3nc4c(C)cccc4s3)c3ccccc3n2)cc1OC	12	14	0.0	-1	-2	95	-1.4	4	-2.9	-4
CCCCNC(=S)Nc1ccccc1Cc1ccccc1	12	-4	1.4	-3	-3	90	-0.7	-1	0.3	-5
CCCOc1ccc(F)cc1-c1cc(C(=O)NCc2cccc(Cl)c2)[nH]n1	6	-12	1.7	-1	-5	90	2.0	-4	3.1	2
COC(=O)c1sc2nc(C)nc(SCC(=O)C(C)(C)C)c2c1C	4	-24	2.7	-1	5	97	1.6	-2	-2.2	1
COC(=O)[C@@]12C[C@@H](CC(=O)N3CCCC3)C(=O)N(Cc3ccco3)C1=CCC(C)(C)C2	nt	nt	0.5	nt	4	nt	nt	2	nt	0
CCNC(=S)NCc1ccc(Cl)cc1	4	2	0.1	1	1	105	-2.2	-3	-2.0	-3
COc1ccc(C(CCN2CCCC2)c2c(OC)cc(OC)c3c(-c4ccccc4)cc(=O)oc23)cc1 (stereo not drawn)	3	-10	2.9	-8	20	96	-3.7	-12	-0.1	0
COc1ccc(-c2cc(=O)[nH]c(NCc3ccccc3)n2)cc1	-8	-8	-0.2	5	1	97	-0.2	0	0.7	0
COc1ccc(CN2CCOCCOCCOCCOCCOCC2)cc1	3	5	0.0	-1	-7	96	0.3	-1	-1.1	-1
Cc1ccc(C2=NN(C(=O)CCCC(=O)O)C(c3ccco3)C2)cc1 (stereo not drawn)	20	2	0.0	3	3	99	-0.1	-1	-0.1	16
O=C(COC(=O)/C=C/c1ccc(Cl)cc1Cl)Nc1cc(C(F)(F)F)ccc1N1CCOCC1	13	-11	0.2	1	-1	98	-1.0	8	-0.8	0
COc1ccccc1CC(=O)NC1CCCCCC1	4	6	0.0	0	0	98	0.2	-1	-0.9	-5
O=C(Nc1c2c(nc3ccccc13)CCCC2)c1ccccc1Cl	15	4	1.1	-1	-5	104	1.4	-2	-1.2	-1
N#C/C(=C\c1ccc(C(=O)O)cc1)c1ccccn1	-6	5	0.1	3	6	98	2.1	-1	-2.2	-1
O=S(=O)([N-]c1nc2ccccc2nc1-[n+]1ccccc1)c1ccc(F)cc1	0	6	0.0	-1	8	98	0.3	8	0.3	0
CCOC(=O)c1c(S(=O)(=O)NCC(=O)N2CCN(c3ccc(F)cc3)CC2)c(C)n(C)c1C	7	8	0.0	-1	1	96	-0.4	0	3.7	-1
CS(=O)(=O)NCC(c1cccnc1)N1CCN(c2ccc(F)cc2)CC1 (stereo not drawn)	-1	6	0.0	0	-2	105	4.7	4	4.3	-2
O=C(NCCC1CCCCN1S(=O)(=O)c1ccccc1)C(=O)NCCN1CCOCC1 (stereo not drawn)	0	6	0.0	1	1	100	-0.6	6	-1.9	-4
CC(C)CCn1c(=O)c2sccc2n2c(CCCC(=O)N3CCC(N4CCCCC4)CC3)nnc12	-5	5	2.7	-2	6	97	1.1	4	-1.8	0
Cc1nc(Oc2ccccc2)c2oc3ccccc3c2n1	9	-1	-0.1	-3	3	93	-1.4	2	-0.1	3
Cc1ccc(OCCNC(=O)c2cccc(Oc3ccc(C(F)(F)F)cc3[N+](=O)[O-])c2)cc1	25	0	-0.1	0	-8	102	-3.5	-1	1.0	-12
Cc1ccc(-c2csc(NC(=S)NC(=O)c3cccs3)n2)cc1	19	-6	-0.3	4	-5	100	-0.4	1	-1.2	-3
Nc1cc(N)nc(SCC(=O)NCc2ccc3c(c2)OCO3)n1	-2	-1	0.0	0	-4	91	1.3	2	-0.7	0
CCCCCCOc1ccc(N2C(=O)CC(SC(=NCC)NCC)C2=O)cc1 (stereo not drawn)	8	4	0.2	-2	-1	94	0.1	-3	-2.6	1
c1ccc(N2[C@@H]3c4ccccc4C[C@H]2c2ccccc23)cc1	nt	nt	-0.1	nt	-6	nt	nt	0	nt	-4
CCCn1c(SCC(=O)NCC)nc2sc3c(c2c1=O)CCC3	17	-5	0.0	5	1	97	2.5	-5	0.9	-6
CC(=O)c1sc(N/N=C\c2ccc(Br)cc2)nc1C	8	-1	-0.1	6	3	102	-0.8	-4	0.8	-5
COc1ccccc1CCNC(=O)CCCn1nc(C)c2c(C)n(-c3ccc(C)cc3)nc2c1=O	7	1	0.1	0	-4	96	-0.7	-4	-0.2	31
COc1cccc([C@@H]2CC=C(C(=O)O)[C@H](c3ccc(Br)cc3)N2S(=O)(=O)c2ccc(C)cc2)c1	-8	7	-0.4	1	0	100	-0.9	1	0.9	-3
CCOC(=O)c1c(C)[nH]c(C)c1C(=O)COC(=O)c1cc2ccccc2cc1OC	-17	6	-0.2	-2	-1	97	1.9	-5	0.6	2
Nc1scn[n+]1Cc1cccc2cccnc12	1	-12	0.1	2	2	101	0.0	1	0.7	-1
CC1(C(=O)NS(=O)(=O)c2cccc(OC(F)F)c2)CCN1C(=O)c1cccc(F)c1 (stereo not drawn)	0	-4	0.0	2	5	99	-1.6	-2	-0.4	-3
Cc1ccc(C(=O)N/N=C/c2ccc(-c3ccccc3[N+](=O)[O-])o2)cn1	-1	14	0.1	8	-37	99	-0.2	-2	-1.5	-1
(list continues)
SMILES	MC4R antagonist	H9c2 protect	aDG glyco act	Glyco luc inh	ABHD5 PLIN5 PPI	ABCB6 inh MLPCN	hiPSC survival	HTR2A ag	MC4R barr agon	Exocytosis inh
Cc1csc(SCC(=O)NCc2ccccc2Cl)n1	-2	8	0.0	1	-1	98	-0.5	3	-1.3	1
Cc1cc([N+](=O)[O-])nn1CCCC(=O)Nc1cc(Oc2ccccc2)cc([N+](=O)[O-])c1	3	3	0.1	-2	1	94	-2.5	-1	-0.1	8
COc1ccc(N2CCN(C(=O)Cc3cccs3)CC2)cc1	3	15	0.0	-1	-4	88	-0.4	-2	-2.9	2
NC(=O)CSc1nnc(-c2ccc(S(=O)(=O)N3CCOCC3)cc2)n1CC1CCCO1 (stereo not drawn)	-4	-2	-0.2	2	-1	96	1.5	0	0.2	3
O=C(CSc1nnc(NC(=O)C2CCC2)s1)NC1CC1	-1	13	0.1	0	3	103	1.7	10	0.9	1
